mIAP act – mouse IAP activation; activation factor at 10 µM; muIAP, CDP-Star luminescence, 30 min; hits give high values; 1 = vehicle-only enzyme signal, 0 = enzyme-free wells; AID 2805; 330,000 tested, 0.24% active;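 active = activation factor of at least 2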; also: the source names both 10 and 20 µM as test concentration; values of inactives mirror those of a sister screen read the other way
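System: Mouse IAP enzyme | Also added: CDP-Star substrate | Dosing: Compounds dispensed in DMSO | Schedule: 30 min enzyme-substrate-compound incubation at room temperature | Technique: Chemiluminescence readout | Control set: DMSO-only wells and no-enzyme negative control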
APOBEC3G inh – blocks human APOBEC3G single-stranded DNA deamination; Q9HC16; recombinant A3G, ssDNA deamination FAM/TAMRA fluorescence; inhibition, % at 20 µM; 330,000 tested, 0.28% active; AID 493012;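 active = inhibition of at least 40% at 20 µM, with no more than 30% in the related APOBEC3A deaminase screen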;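 also: plate controls were DMSO wells with A3G for no effect and wells lacking A3G enzyme for full effect; some compounds called inactive have numbers as strong as hits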
MIN6 prolif – induces beta-cell replication in MIN6 cells; MIN6 cells proliferation, ATPlite luminescence, 48 h; cells starved in 0.2% serum; 100% = growth in 10% serum; proliferation, % at 10 µM; 330,000 tested, 0.29% active; AID 2380;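 active = compounds whose signal lies at least 3.5 SD above the mean of all wells on their plate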;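 also: 0% = DMSO-treated cells in low-serum medium and 100% = 10% serum control; some compounds called inactive have numbers as strong as hits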
hIAP activ – human IAP activation; P09923; purified human IAP, CDP-Star luminescence, 30 min; hits give high values; 1 = vehicle-only enzyme, 0 = enzyme-free background; activation factor at 10 µM; 330,000 tested, 0.16% active; AID 2524;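 active = activation factor of the enzyme at least 2-fold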; also: the source names both 10 and 20 µM as test concentration; values of inactives mirror those of a sister screen read the other way
Target sequence (P09923 whole entry, looked up): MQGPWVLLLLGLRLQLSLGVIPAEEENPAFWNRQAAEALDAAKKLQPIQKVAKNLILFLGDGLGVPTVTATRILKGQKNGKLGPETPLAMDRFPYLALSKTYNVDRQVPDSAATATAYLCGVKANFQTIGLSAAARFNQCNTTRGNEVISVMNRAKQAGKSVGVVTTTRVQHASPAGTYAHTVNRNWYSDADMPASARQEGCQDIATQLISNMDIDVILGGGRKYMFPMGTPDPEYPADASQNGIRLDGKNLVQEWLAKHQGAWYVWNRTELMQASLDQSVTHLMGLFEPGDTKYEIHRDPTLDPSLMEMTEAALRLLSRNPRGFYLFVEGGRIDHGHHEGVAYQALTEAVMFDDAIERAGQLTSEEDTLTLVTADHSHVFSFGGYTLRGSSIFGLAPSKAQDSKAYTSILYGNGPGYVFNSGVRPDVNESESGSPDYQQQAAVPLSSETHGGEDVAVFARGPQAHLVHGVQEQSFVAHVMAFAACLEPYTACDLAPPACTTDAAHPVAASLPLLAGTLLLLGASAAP
MPTP inh – permeability transition pore inhibition; inhibition, % at 10 µM; AID 602449; 360,000 tested, 1.4% active; isolated mouse mitochondria, Ca2+ swelling absorbance, 30 min;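 active = inhibition of 50% or more, scaled per plate between neutral and stimulator controls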;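 also: 0% = DMSO wells given calcium and 100% = 1 mM EGTA wells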
A3A deaminase – blocks human APOBEC3A ssDNA deamination | recombinant A3A, FAM/TAMRA ssDNA deamination fluorescence | inhibition, % at 20 µM | 330,000 tested, 0.41% active;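 active = at least 40% inhibition at 20 µM here, with at most 30% in a related deaminase screen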;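 also: plate controls were A3A with DMSO for no effect and wells lacking A3A enzyme for full effect; some results filed as inactive read as strong as hits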
Target sequence (P31941 whole entry, looked up): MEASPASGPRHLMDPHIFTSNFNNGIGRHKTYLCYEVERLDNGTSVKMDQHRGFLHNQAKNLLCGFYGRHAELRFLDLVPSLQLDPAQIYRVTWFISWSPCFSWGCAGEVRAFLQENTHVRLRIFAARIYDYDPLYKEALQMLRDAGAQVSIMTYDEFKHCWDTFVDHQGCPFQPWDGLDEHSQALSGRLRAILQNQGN
mIAP inh – mouse IAP inhibition. purified mouse IAP, CDP-Star luminescence, 30 min. inhibition, % at 10 µM. 330,000 tested, 0.2% active. AID 2806;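 active = inhibition of at least 40% at 10 µM in the primary screen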;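 also: plate controls were DMSO with enzyme for no effect and no enzyme wells for full effect; values of inactives mirror those of a sister screen read the other way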
hIAP inh – human IAP inhibition. purified IAP, CDP-Star luminescence, 30 min. 330,000 tested, 0.12% active. inhibition, % at 10 µM;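 active = inhibition reaching a set limit with compound at 10 µM in the primary screen, cut at about 35% in these data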;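 also: plate controls were DMSO wells with enzyme for no effect and no-enzyme buffer wells for full effect; values of inactives mirror those of a sister screen read the other way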
GRIN3A LBD mod – NR3A (human) ligand-binding domain modulation | Tm shift relative to glycine control, % at 25 µM | AID 1259313 | NR3A LBD differential scanning fluorimetry, Tm shift; 0% = protein alone, 100% = glycine-bound protein | 340,000 tested, 2.5% active;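 active = melting temperature shift of at least 10% of the positive control shift, at one fixed dose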
* = called active by the depositor; · = no result given.

(1) COC(=O)c1ccc(/C=N/NC(=S)NC(C)C)cc1
(2) Cc1cccc(C2=NN(c3ccc(Br)cc3)[C@@H](C(=O)N3CCOC3=O)[C@@H]2C)c1
(3) O=C(COC(=O)c1nc(Cl)ccc1Cl)NNC(=O)c1ccccc1
(4) COC(=O)c1cc(Br)ccc1OC(=O)c1cccnc1
(5) CCOc1ccccc1C(=O)OCC(=O)NCC1CCCCC1

entry no.,1,2,3,4,5
mIAP act,0.92,1,0.89,1,0.98
APOBEC3G inh,-2,5,-2,-2,-7
MIN6 prolif,-2,·,0,0,4
hIAP activ,0.91,·,1.1,1.1,1.2
MPTP inh,2.6,0.6,-1.7,-1.7,1.3
A3A deaminase,4,3,0,6,15
mIAP inh,8,-1,11,-1,2
hIAP inh,9,·,-7,-5,-16
GRIN3A LBD mod,-1,12*,-1,-2,-2

(6) COc1ccc(Oc2coc3cc(OC(=O)N4CCOCC4)ccc3c2=O)cc1
(7) CCOc1ccc(CCNC(=O)C2=C(C)C(=O)OC23CCC(C)CC3)cc1 (stereo unspecified)
(8) COc1ccc(C(CNc2ncnc3sccc23)N(C)C)cc1OC (stereo unspecified)
(9) O=C(Nc1ccc(N2CCN(C(=O)c3cccs3)CC2)cc1)c1cccnc1
(10) COC(=O)c1ccc(C(NC(=O)OCc2ccccc2)/C(F)=C/[C@@H](C)C(=O)NCc2ccc(-c3ccccc3)cc2)cc1 (stereo partly specified)

entry no.,6,7,8,9,10
mIAP act,0.96,0.91,1.1,0.94,1.1
APOBEC3G inh,1,-1,0,-7,-8
MIN6 prolif,-1,-1,0,0,2
hIAP activ,0.89,0.91,1,0.95,1.1
MPTP inh,-2.7,0.3,0.3,-0.1,·
A3A deaminase,0,-1,2,-4,1
mIAP inh,4,9,-10,6,-12
hIAP inh,11,9,-2,5,-12
GRIN3A LBD mod,0,-2,0,-1,0

(11) CC(OC(=O)CCc1nc2ccccc2c(=O)[nH]1)C(=O)Nc1ncc(Cl)cc1Cl (stereo unspecified)
(12) COc1ccc(-c2noc(CCC(=O)Nc3cc(OC)ccc3OC)n2)cc1
(13) CCOc1ccc(NC(=O)CN(C)C(=O)CSCc2c(C)noc2C)cc1OCC
(14) CCOC(=O)C1=C(c2ccccc2)OC(N)=C(C#N)C1c1ccncc1 (stereo unspecified)
(15) CC1CCN(C(=O)COC(=O)c2cc([N+](=O)[O-])ccc2N2CCOCC2)CC1

entry no.,11,12,13,14,15
mIAP act,0.96,0.96,0.99,0.99,0.99
APOBEC3G inh,-5,-6,-8,-5,-4
MIN6 prolif,1,-3,0,0,4
hIAP activ,1,0.95,1.1,1,1.1
MPTP inh,-0.6,3.6,-0.6,-1.0,-0.4
A3A deaminase,-2,-5,11,-1,0
mIAP inh,4,4,0,1,1
hIAP inh,-3,5,-6,0,-12
GRIN3A LBD mod,0,7,1,0,-1

(16) COc1ccc(N(CC(=O)NCc2ccccc2Cl)S(=O)(=O)c2c(C)n[nH]c2C)cc1
(17) O=C(COC(=O)C1CCN(c2ccc(C(F)(F)F)cn2)CC1)Nc1ccc(Cl)cn1
(18) CN1C(N)=NC(=O)/C1=C\c1ccc(Br)cc1
(19) CCc1cc(C(c2ccccn2)N2CCN(C)CC2)c(NC(=O)c2ccccc2)s1 (stereo unspecified)
(20) OCC[C@@H]1C[C@H](O)[C@@H](O)[C@@]2(CCc3ccccc3CO2)O1

entry no.,16,17,18,19,20
mIAP act,0.96,0.93,0.95,1,1.1
APOBEC3G inh,-3,-1,-6,-2,-7
MIN6 prolif,1,2,-3,-5,1
hIAP activ,1.6,0.91,1.1,1,1.1
MPTP inh,-0.4,0.9,0.4,-2.4,-1.0
A3A deaminase,2,1,-2,2,-2
mIAP inh,4,7,5,-2,-12
hIAP inh,-63,9,-14,0,-15
GRIN3A LBD mod,-1,0,-2,-4,1

(21) CCC(C)NC(=O)c1cc2c(=O)n3cccc(C)c3nc2s1 (stereo unspecified)
(22) CCOc1ccc(N2C(=O)CC(N3CCN(C4CCc5ccccc5C4)CC3)C2=O)cc1 (stereo unspecified)
(23) COc1ccccc1NC(=O)N1CCN(c2ccc3nnc(-c4ccc(F)cc4)n3n2)CC1
(24) COc1cc2ccccc2cc1C(=O)Nc1sc2c(c1C(N)=O)CCN(C(C)C)C2
(25) CCC(=O)Nc1ccc(C=C(C(C)=O)C(C)=O)cc1

entry no.,21,22,23,24,25
mIAP act,0.94,1,1,1.3,0.97
APOBEC3G inh,-9,-2,-8,-14,0
MIN6 prolif,2,-3,5,-7,-2
hIAP activ,1.2,1,0.85,1,0.92
MPTP inh,0.8,1.0,0.4,0.5,0.2
A3A deaminase,-4,-3,-3,-4,1
mIAP inh,6,-3,-3,-34,3
hIAP inh,-16,-2,15,-1,8
GRIN3A LBD mod,-1,1,-9,·,-1

Next part; it opens with the four that closed the last part.
(22) CCOc1ccc(N2C(=O)CC(N3CCN(C4CCc5ccccc5C4)CC3)C2=O)cc1 (stereo unspecified)
(23) COc1ccccc1NC(=O)N1CCN(c2ccc3nnc(-c4ccc(F)cc4)n3n2)CC1
(24) COc1cc2ccccc2cc1C(=O)Nc1sc2c(c1C(N)=O)CCN(C(C)C)C2
(25) CCC(=O)Nc1ccc(C=C(C(C)=O)C(C)=O)cc1
(26) CC(C)OC(=O)c1ccc(NC(=O)c2ccco2)cc1
(27) CN(C)/C=C(\C=O)c1onc(-c2ccccc2Cl)c1C#N
(28) CN1CCN(CC(=O)Nc2nnc(-c3cccs3)s2)CC1
(29) Cc1ccc(C(=O)C2CCN(CC(=O)Nc3nc(C)cs3)CC2)cc1
(30) CNC(=O)Nc1ccccc1C(=O)NCc1ccccc1

entry no.,22,23,24,25,26,27,28,29,30
mIAP act,1,1,1.3,0.97,1,1,1,1.1,1.1
APOBEC3G inh,-2,-8,-14,0,-2,-2,-2,-3,-5
MIN6 prolif,-3,5,-7,-2,-4,-4,0,-1,-1
hIAP activ,1,0.85,1,0.92,1.1,0.95,0.79,0.84,1.1
MPTP inh,1.0,0.4,0.5,0.2,-3.7,-0.8,-8.4,-0.2,-4.9
A3A deaminase,-3,-3,-4,1,-1,-6,1,-3,-4
mIAP inh,-3,-3,-34,3,0,0,-2,-14,-6
hIAP inh,-2,15,-1,8,-9,5,21,16,-9
GRIN3A LBD mod,1,-9,·,-1,1,0,-12,-1,2

(31) S=C(NCCN1CCOCC1)NC1CCCC1
(32) c1ccc(-c2nn3c(C4CCCCC4)nnc3s2)nc1
(33) CC1CN(C(=O)CSc2nnc(-c3ccc(Cl)cc3)n2C)CC(C)O1 (stereo unspecified)
(34) CS(=O)(=O)c1ccc(NS(=O)(=O)c2ccc(Cl)c(C(=O)NC3=NCCS3)c2)cc1
(35) COc1ccc(NC(=O)Cn2cc(C(=O)C3CC3)c3ccccc32)cc1

entry no.,31,32,33,34,35
mIAP act,1.1,1,1,0.96,1.1
APOBEC3G inh,2,-1,-10,-4,-8
MIN6 prolif,2,2,0,-1,1
hIAP activ,1,1,0.84,0.96,1.1
MPTP inh,0.0,-1.8,0.6,-0.7,0.4
A3A deaminase,-2,3,-4,-1,-3
mIAP inh,-6,-4,0,4,-5
hIAP inh,-3,-2,16,4,-7
GRIN3A LBD mod,-4,0,-3,0,-2

(36) Cc1coc2c1c(C)cc1oc(=O)c(CC(=O)NCCCN3CCCC3=O)c(C)c12
(37) Cc1noc(C)c1/C=N/Nc1ccc2ccccc2n1
(38) CCC(C)NS(=O)(=O)c1ccc(OC)c(Cl)c1Cl (stereo unspecified)
(39) O=C(NN1CCOCC1)c1ccc(Cl)cc1[N+](=O)[O-]
(40) CC1(C)CC(N2CCCCC2)=CC(=[N+]2CCCCC2)C1

entry no.,36,37,38,39,40
mIAP act,0.88,1.1,1,1.1,0.93
APOBEC3G inh,4,-1,-6,-5,25
MIN6 prolif,3,-3,0,0,-7
hIAP activ,0.97,1.1,0.9,1,0.98
MPTP inh,0.0,0.9,0.1,0.7,2.0
A3A deaminase,-2,-5,-4,2,60*
mIAP inh,12,-8,-4,-7,7
hIAP inh,3,-10,10,0,2
GRIN3A LBD mod,-1,2,-9,1,-1

(41) CCOC(=O)N1CCN(C2CC(=O)N(c3ccc(Oc4ccccc4)cc3)C2=O)CC1 (stereo unspecified)
(42) CCCC1S/C(=N/N=C/c2ccco2)NC1=O (stereo unspecified)
(43) O=C(CSc1ncnc2sccc12)NC1CCS(=O)(=O)C1 (stereo unspecified)
(44) CCCCNC(=O)CSc1nc2cc3c(cc2c(=O)n1CCCN(CC)CC)OCO3
(45) Cc1ccccc1OCC(=O)NNC(=O)Cc1ccc(S(=O)(=O)N2CCOCC2)s1

entry no.,41,42,43,44,45
mIAP act,0.95,1.1,1,0.99,0.93
APOBEC3G inh,1,-5,-5,0,-2
MIN6 prolif,-2,0,-2,-1,5
hIAP activ,1.1,1,1.1,1.1,1.3
MPTP inh,-1.0,0.1,-0.7,-2.3,-0.6
A3A deaminase,5,-3,-4,5,1
mIAP inh,5,-6,-1,1,7
hIAP inh,-8,-2,-8,-8,-30
GRIN3A LBD mod,2,-4,0,0,2

(46) CN(Cc1ccon1)C(=O)CC1C(=O)NCCN1CC1CCCCC1 (stereo unspecified)
(47) COC(=O)C1=C(C(=O)OC)SC2(S1)C(C(=O)OC)=C(C(=O)OC)SC1=C2c2cccc(C)c2NC1(C)C
(48) CC1O[C@@H](O[C@H](C)CC[C@@H](C)O[C@H]2OC(C)[C@@H](O)C[C@H]2O)C(O)C[C@H]1O (stereo partly specified)
(49) COc1cccc(CNC(=O)CCC2CCCN(C(=O)c3cc(C)on3)C2)c1 (stereo unspecified)
(50) CCN1/C(=C/C(=O)c2ccco2)Sc2ccccc21

entry no.,46,47,48,49,50
mIAP act,1,0.93,1,1.1,0.96
APOBEC3G inh,-9,1,-9,-4,0
MIN6 prolif,1,-4,-4,-3,-5
hIAP activ,1.4,1.2,0.89,1.1,0.96
MPTP inh,-1.2,0.8,-0.4,2.0,-1.9
A3A deaminase,-2,-4,-1,-9,-10
mIAP inh,-3,7,-2,-14,4
hIAP inh,-44,-15,12,-5,4
GRIN3A LBD mod,0,-1,1,0,1

(51) O=C(CCn1cccc1)Nc1ccc(OC(F)(F)F)cc1
(52) O=C(O)Cc1sc(Nc2ccccc2)nc1-c1cccs1
(53) Cc1ccc(S[C@@H](CCN2CC[C@H](O)CCC2=O)c2ccccc2)cc1
(54) CCN1CN(Cc2ccco2)CNC1=S

entry no.,51,52,53,54
mIAP act,1.1,0.91,0.94,1
APOBEC3G inh,3,-1,-8,-8
MIN6 prolif,-3,-7,-2,0
hIAP activ,0.89,1.1,0.98,0.98
MPTP inh,-2.8,0.4,-2.5,-0.3
A3A deaminase,2,-10,-4,-4
mIAP inh,-6,9,6,0
hIAP inh,11,-9,2,2
GRIN3A LBD mod,-2,-4,1,-6

High-throughput results deposited in PubChem BioAssay by Sanford-Burnham Center for Chemical Genomics.
